INS promoter inh – TRM-6 insulin promoter activity inhibition; TRM-6 cells (human fetal islet line), insulin promoter-eGFP reporter, imaging; reporter expression induced with tamoxifen; actives 0.9% (n = 130,000); inhibition, % at 2 µM; AID 1273;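 active = inhibition above the mean plus 3 SD, with well images judged a real hit on visual review, cut at about 60% in these data, passing the limit was not always enough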
SDO1 yeast rescue – restores growth of sdo1-depleted yeast; S. cerevisiae sdo1-depleted JHY4D growth rescue, OD600 30 h; hits give high values; pdr5 snq2 efflux-pump mutant strain; z-score at 10 µM; actives 0.21% (n = 140,000); AID 817;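 active = z-score above 3 at both the 24 hr and the 30 hr optical density reads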;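 note: z-score against mean and SD of all compound wells on the same plate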
SDO1 yeast rescue Rescue 24 h – recorded beside SDO1 yeast rescue, whose call it bears; z-score; S. cerevisiae sdo1-depleted JHY4D growth rescue, OD600; measured here: growth rescue at 24 h;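 0 is the plate mean of compound wells and units are plate SD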
* = called active by the depositor; . = not tested or not shown.

molecule | INS promoter inh | SDO1 yeast rescue | SDO1 yeast rescue Rescue 24 h
Cc1cc(C)cc(OCC(=O)OCCN2C(=O)c3ccccc3C2=O)c1 | -54.2 | -0.37 | -0.1
COc1ccc(CCC(=O)NNC(=S)Nc2cccc(C(C)=O)c2)cc1 | -129.4 | . | .
C/C(=N\OCC(=O)N/N=C/c1ccccc1)c1cccs1 | 8.6 | 0.79 | 0.64
CCOC(=O)c1c(NC(=O)C2COc3ccccc3O2)sc2c1CC(C)(C)NC2(C)C (stereo unspecified) | . | -0.59 | -1.18
COc1ccc(CCn2c(=O)[nH]c3cc(C(=O)NCCN4CCOCC4)ccc3c2=O)cc1OC | 35.7 | 2.16 | 2
Fc1ccccc1N1CCN(c2ncnc3[nH]ncc23)CC1 | 9.4 | -0.53 | -1.41
CCOC(=O)c1ccc(S(=O)(=O)Nc2ccc3cn[nH]c3c2)cc1 | -4.7 | -0.62 | -0.85
CCS(=O)(=O)N1CCC(C(=O)c2ccc(Cl)cc2)CC1 | -51.7 | 0.9 | 0.84
C=C(C)CNC(=S)NNC(=O)CCn1c2ccc(Cl)cc2c2cc(Cl)ccc21 | -40.0 | -2.03 | -1.38
Cc1ccccc1NC(=O)CN1C(=O)NC2(CCCCC2)C1=O | -25.0 | 0.77 | 0.76
O=C(/C=C/c1ccc2c(c1)OCO2)c1ccco1 | . | 0.22 | -0.25
Cc1cccc(N2C(=O)C(Oc3ccc(Cl)cc3Cl)C2C=O)c1C (stereo unspecified) | 10.3 | -1.73 | -1.36
O=C(O)c1cccc(NC(=O)c2cc(S(=O)(=O)N3CCOCC3)cs2)c1 | -52.4 | . | .
Cc1cc(C(=O)NC(C)Cc2ccccc2)cc(C)c1[N+](=O)[O-] (stereo unspecified) | -7.1 | . | .
Cc1cc(-c2csc(N)n2)c(C)n1C | -17.1 | 0.86 | 1.79

(list continues)
molecule | INS promoter inh | SDO1 yeast rescue | SDO1 yeast rescue Rescue 24 h
COc1ccc(N2CCN(C(=O)[C@H](Cc3c[nH]c4ccccc34)NC(C)=O)CC2)cc1 | -41.2 | . | .
O=C(CSCc1n[nH]c(=O)[nH]1)NCCOc1cccc(Oc2ccccc2)c1 | 28.8 | 0.86 | 0.49
CC(C)Cc1nnc(NC(=O)CC(=O)Nc2ccccc2C(=O)O)s1 | 0.0 | -0.43 | -0.69
CCOC(=O)c1cc(-c2ccccc2)sc1NC(=O)CSc1nnnn1C | . | -1.86 | -0.78
O=C(NC(Cc1ccccc1)C(=O)O)/C(=C\c1ccco1)NC(=O)c1ccccc1Br (stereo unspecified) | 18.8 | 0.63 | 0.04
O=C1c2ccccc2C(O)N1Cc1ccccc1Cl (stereo unspecified) | . | 1.3 | 1.2
CCN(CC)C(=O)C1CCCN(C(=O)Nc2ccccc2)C1 (stereo unspecified) | 6.7 | 0.55 | -0.8
CC(=O)c1ccc(NC2=C(N3CCOCC3)C(=O)c3ccccc3C2=O)cc1 | . | -0.53 | -0.34
Cc1ccc(S(=O)(=O)CCSc2cccc(C(=O)Nc3ccccc3C(=O)O)c2)cc1 | -13.3 | 1.69 | 2.88
COc1ccc(C)cc1NC(=O)c1ccc(N(C)S(C)(=O)=O)cc1 | 33.3 | 0.37 | -0.52
S=C(c1c[nH]c2ccc(Br)cc12)N1CCOCC1 | -38.9 | . | .
Cc1c(NC(=O)CN2C(=O)NC3(CCC(C)CC3)C2=O)c(=O)n(-c2ccccc2)n1C (stereo unspecified) | -30.8 | . | .
CCn1c(-c2csc(-c3ccc(Cl)cc3)n2)n[nH]c1=S | -110.3 | 0.22 | 0.77
Cc1cc(C)nc(SCC(=O)Nc2cc(C)on2)n1 | . | 1.26 | 0.41
Cc1cc2c(cc1C)NC(=O)CC(C(F)(F)C(F)(F)C(F)(F)F)=N2 | 18.8 | -1.53 | -1.83

More results.
molecule | INS promoter inh | SDO1 yeast rescue | SDO1 yeast rescue Rescue 24 h
O=C(Oc1csc(=S)n1C(=O)c1ccccc1)c1ccccc1 | 42.9 | 1.36 | 1.49
CCOC(=O)c1cccc(NC(=O)CSc2nnc(COc3ccccc3)n2CC)c1 | . | -1.48 | -0.6
COc1ccc(N2CCN(c3nc(=S)n(-c4ccccc4)c(C)c3C(C)=O)CC2)cc1 | 0.0 | 1.03 | 1.42
CCOC(=O)N1CCC(N(CCOC)C(=O)Nc2ccc(Cl)c(Cl)c2)CC1 | . | -1.24 | 0
Cc1cc2nnc(SC(C)C#N)n2c2ccccc12 (stereo unspecified) | 25.6 | 0.33 | -0.17
COc1ccc2nc(N3CCCC3)[nH]c2c1 | . | 0.32 | 0.19
COCCn1nnnc1CN(Cc1cc2cc(OC)c(OC)cc2[nH]c1=O)C1CCCC1 | . | 0.56 | 0.49
Cc1ccc(OCC(=O)N/N=C\c2ccc(O)c([N+](=O)[O-])c2)c([N+](=O)[O-])c1 | 14.3 | . | .
c1coc(CNc2nc(-c3ccncc3)cs2)c1 | 60.0 | 1.49 | 1.42
COc1ccccc1N1CCN(C(C)C(=O)N2CC(C)OC(C)C2)CC1 (stereo unspecified) | 63.6 | . | .
CCc1noc(C)c1C(=O)N1CCOCC1 | -26.3 | 0.58 | 0.14
CCOC(=O)C1C(=O)Nc2nc(C)nn2C1c1ccccc1 (stereo unspecified) | . | -0.09 | -0.88
CCN1C(=O)/C(=c2/s/c(=C3\SC(C)=C(C)N3CC)c(=O)n2CC)N(c2ccccc2)C1=S | -368.8 | . | .
O=C(Nc1ccc(N2CCCC2=O)cc1)c1cccc(F)c1 | 44.4 | 0.28 | -0.85
Cc1cc2oc(=O)cc(CN3CCc4ccccc43)c2cc1Cl | -50.0 | -2.08 | -0.89

(further entries)
molecule | INS promoter inh | SDO1 yeast rescue | SDO1 yeast rescue Rescue 24 h
COC(=O)c1ccc(C(=O)OC)c(NC(=S)N2CCC(C)CC2)c1 | -31.0 | -0.48 | -0.5
C/C(=C\C(=O)c1cccnc1)Nc1ccc(C(=O)O)cc1 | -26.7 | -0.26 | -0.58
CC(NC(=O)/C(C#N)=C/c1cn[nH]c1-c1ccccc1)c1ccccc1 (stereo unspecified) | . | -1.64 | -0.79
CCOc1ccc(-c2nc(C#N)c(N3CCCCCC3)o2)cc1 | . | -1.48 | -1.15
CCCNC(=O)c1ccc2c(c1)C1C3CCC(C3)C1C(c1ccccc1)N2 (stereo unspecified) | -16.2 | -0.57 | -0.04
CCOc1cc(C(=O)NCCCn2ccnc2)cc(OCC)c1OCC | 30.8 | 2.27 | 0.18
COc1ccc(-c2cc(CNS(=O)(=O)c3ccccc3)on2)cc1 | 9.1 | . | .
CCCCn1c(=O)[nH]c(=O)c2c1nc(-c1ccsc1)n2Cc1ccccc1 | -33.3 | -0.74 | -0.43
O=[N+]([O-])c1cccc(C2=NC(c3ccccc3)CO2)c1 (stereo unspecified) | -10.0 | -0.5 | -0.25
CC(/C=C1\SC(=S)N(NC(=O)c2ccc(C)cc2)C1=O)=C\c1ccccc1 | . | 2.08 | 0.48
Cc1cc(OC(=O)c2ccccc2Cl)cc(=O)n1C | . | -0.22 | -0.76
CCCC(=O)N1CCc2[nH]c3ccccc3c2C1 | . | 0.12 | -0.32
CCCN(CCC)CCCNC(=O)C1c2cc(OC)c(OC)cc2C(=O)N(C)C1c1cccs1 (stereo unspecified) | -3.2 | 0.65 | 0.16
Cc1c(C(=O)NCc2ccc3c(c2)OCO3)oc2ccccc12 | 29.2 | -1.15 | -0.67
Cc1cc(C)c(N(C(=O)CN2C(=O)c3ccccc3S2(=O)=O)C(C(=O)NCC2CCCO2)c2ccc(F)cc2)c(C)c1 (stereo unspecified) | 40.0 | 0.18 | -0.75

More structures follow:
molecule | INS promoter inh | SDO1 yeast rescue | SDO1 yeast rescue Rescue 24 h
C=CCn1c(-c2sc(-c3ccccc3)nc2C)n[nH]c1=S | 44.4 | . | .
COc1ccc(C2C=C(c3ccc(C)c(C)c3)Nc3ncnn32)c(OC)c1OC (stereo unspecified) | . | -0.45 | -0.36
COc1ccc(S(=O)(=O)N(CC(=O)N2CCN(c3ccccc3)CC2)c2ccccc2)cc1 | 31.0 | -0.28 | -0.07
Cc1sc(NC(=O)c2ccco2)c(CN2CCN(c3ccccn3)CC2)c1C | . | -2.29 | -2.03
COc1ccc(Nc2cc(C(=O)NCc3ccccn3)c3ccccc3n2)c(OC)c1 | -91.7 | . | .
Cc1ccc(C(=O)NC(=S)NCc2ccco2)cc1 | -8.3 | . | .
N#C/C(=C\c1ccc(N2CCCCC2)c([N+](=O)[O-])c1)c1nn(-c2ccccc2)c(N)c1C#N | 8.1 | -0.93 | -0.23
CC(SCc1ccccc1)C(=O)N/N=C/c1ccc(OCC(=O)NCc2ccco2)cc1 (stereo unspecified) | . | 0.03 | -0.66
COc1cccc(OCc2cc(/C=N/NC(=O)c3nc(Cl)c(Cl)c(N)c3Cl)ccc2OC)c1 | -41.4 | -0.66 | 0.35
Cc1c(CN2CCCCC2)c(O)n(CCCO)c(=O)c1C#N | . | 1.75 | 2.29
O=C1[C@@H]2[C@@H]3C[C@@H]([C@H]4ON=C(c5ccc(OCc6ccccc6)cc5)[C@@H]34)[C@@H]2C(=O)N1c1ccc2c(c1)OCO2 | 12.9 | 0.62 | -0.43
Cn1c(SCC(=O)N2CCN(S(=O)(=O)c3ccc(Cl)cc3)CC2)nc2ccccc21 | . | 0.47 | 0.24
O=C(OCC(=O)N(C1CCCCC1)C1CCCCC1)c1ccncc1 | . | -1.17 | 0.42
Cc1ccc2cc(CN(CCCN3CCOCC3)C(c3nnnn3Cc3ccco3)C(C)C)c(=O)[nH]c2c1C (stereo unspecified) | -500.0 | . | .
CC(=O)Nc1ccc(NC(=O)c2cccc(-c3cc4ccccc4oc3=O)c2)cc1 | 9.1 | . | .

Continued.
molecule | INS promoter inh | SDO1 yeast rescue | SDO1 yeast rescue Rescue 24 h
Cc1noc(C(=O)NCc2ccccc2)c1Cl | . | 0.45 | 0.83
COCCCNC(=O)/C(C#N)=C/c1ccc(OCC(=O)O)c(OC)c1 | . | 1.07 | 0.39
COC(=O)c1cc(NC(=O)C23CCC(C)(C(=O)O2)C3(C)C)cc(C(=O)OC)c1 (stereo unspecified) | -22.7 | 0.08 | -0.68
CCC(C)(C(=O)NC1CCCCC1)N(C(=O)CC1NC(=O)NC1=O)c1c(C)n(C)n(-c2ccccc2)c1=O (stereo unspecified) | -88.9 | . | .
C#CCSc1nnc(-c2sc3ccccc3c2Cl)o1 | 15.6 | -0.42 | 0.02
COc1cc(/C=N\NC(=O)c2ccc(Cn3cc(Br)c([N+](=O)[O-])n3)o2)cc(OC)c1O | 0.0 | 0.9 | 0.8
C=CCn1c(SCC(=O)c2ccc(Br)cc2)nnc1C(C)NC(=O)Cc1ccc(OC)cc1 (stereo unspecified) | -50.0 | -1.29 | -0.39
COc1ccc(-c2[nH]ncc2/C=C(/C#N)C(=O)NC2CCCCCC2)cc1 | -458.3 | -1.4 | -0.09
Cn1cnc2c1c(=O)n(Cc1c(Cl)cccc1Cl)c(=O)n2C | -9.7 | 0.33 | 0.23
Cc1ccc(NC(=O)CSc2nnc(-c3ccco3)c(-c3ccco3)n2)cc1 | 0.0 | -1.56 | -1.31
O=C(CN1CCN(Cc2ccccc2F)C1=O)NCCN1CCOCC1 | . | -0.13 | -0.5
NC(=O)CN1CCCN(S(=O)(=O)c2ccc(Br)cc2)CC1 | 23.1 | 1.04 | 0.55
CCCNC(=O)c1cccc(Cn2nc(C)c(Br)c2C)c1 | . | -0.61 | -0.56
CCOc1ccc(NC(=O)Cn2c(=O)oc3ccccc32)cc1 | 7.1 | 0.2 | -0.06
Cc1ccn2c(C(=O)CSc3ccc(Cl)cc3)c(C)nc2c1 | 30.0 | -1.15 | -0.41

Single records (already shown).
Cc1ccc(NC(=O)CSc2nnc(-c3ccco3)c(-c3ccco3)n2)cc1 as listed: INS promoter inh = 0.0; SDO1 yeast rescue = -1.56; SDO1 yeast rescue Rescue 24 h = -1.31
Cc1ccn2c(C(=O)CSc3ccc(Cl)cc3)c(C)nc2c1 as listed: INS promoter inh = 30.0; SDO1 yeast rescue = -1.15; SDO1 yeast rescue Rescue 24 h = -0.41
Cc1noc(C(=O)NCc2ccccc2)c1Cl as listed: INS promoter inh = .; SDO1 yeast rescue = 0.45; SDO1 yeast rescue Rescue 24 h = 0.83

(more compounds)
molecule | INS promoter inh | SDO1 yeast rescue | SDO1 yeast rescue Rescue 24 h
Cc1ccc(Cn2c(SC3CCOC3=O)nc3ccccc3c2=O)cc1 (stereo unspecified) | . | -0.94 | -1.04
COc1ccc(NC(=S)NCc2cccs2)c(OC)c1 | -29.7 | -0.19 | -0.2
CN(C)c1ccc(/C=N/NC(=O)c2ccccc2O)o1 | -14.3 | . | .
CCc1cn(S(=O)(=O)c2ccccc2OC)nc1N | 8.6 | 0.61 | 0.4
CCOC(=O)c1ccc(N=c2sc(C(=O)OC)cc(=O)n2CCCN2CCOCC2)cc1 | . | -1.08 | -0.79
Nc1nc(NC(=O)CCCC(=O)O)nn1-c1ccccc1 | . | 1.21 | 0.4
C/C=C/C(=O)OCC(=O)Nc1ccc(C)c(S(=O)(=O)N(C)C)c1 | -20.0 | . | .
CCOc1ccc(S(=O)(=O)NCc2ccncc2)cc1 | 41.7 | 1.28 | 0.58
O=C(COC(=O)c1ccc([N+](=O)[O-])o1)c1ccccc1 | -25.0 | -1.28 | -1.45
COc1ccc(CCNC(=O)Cn2cnc3c(nnn3Cc3ccc(C)cc3)c2=O)cc1OC | -31.2 | -0.74 | 0.81
COc1cccc(N2C(=O)c3ccncc3C2=O)c1 | 0.0 | 0.67 | 0.8
NC(=O)NC(=O)COC(=O)c1ccc(Cl)c(S(=O)(=O)N(Cc2ccccc2)c2ccc(Cl)cc2)c1 | 23.1 | -1.22 | 0.58
N#Cc1cnc(N)c(Br)c1 | 26.7 | . | .
CC(C)(C)/C(O)=C/c1nc2ccccc2[nH]c1=O | . | 0.56 | 0.56
COc1ccc(CNS(=O)(=O)c2ccc(OC)cc2)cc1 | 6.1 | -0.02 | -0.56
CCCc1[nH]nc2c1C(c1ccc(OCCN3CCOCC3)c(OC)c1)C(C#N)=C(N)O2 (stereo unspecified) | -15.2 | 0.3 | -0.14
